Screening results as filed in PubChem BioAssay.
ALOX12 inh: inhibitors of human 12S-lipoxygenase ALOX12 | P18054 | Potency, µM (titrated, usually from 108 µM), inactives show at the top dose activity change, negative = inhibition, most hits filed as inhibitors | actives 1.1% (n = 580,000) | AID 1671190 | purified 12hLO, xylenol orange hydroperoxide absorbance; active means well fitted inhibition curve with a large enough effect; inconclusive means small, poorly fitted or top-dose-only effect, or another doubt; inactive means no such curve, though single readings can be large or run the other way
Target sequence (P18054 whole entry, looked up): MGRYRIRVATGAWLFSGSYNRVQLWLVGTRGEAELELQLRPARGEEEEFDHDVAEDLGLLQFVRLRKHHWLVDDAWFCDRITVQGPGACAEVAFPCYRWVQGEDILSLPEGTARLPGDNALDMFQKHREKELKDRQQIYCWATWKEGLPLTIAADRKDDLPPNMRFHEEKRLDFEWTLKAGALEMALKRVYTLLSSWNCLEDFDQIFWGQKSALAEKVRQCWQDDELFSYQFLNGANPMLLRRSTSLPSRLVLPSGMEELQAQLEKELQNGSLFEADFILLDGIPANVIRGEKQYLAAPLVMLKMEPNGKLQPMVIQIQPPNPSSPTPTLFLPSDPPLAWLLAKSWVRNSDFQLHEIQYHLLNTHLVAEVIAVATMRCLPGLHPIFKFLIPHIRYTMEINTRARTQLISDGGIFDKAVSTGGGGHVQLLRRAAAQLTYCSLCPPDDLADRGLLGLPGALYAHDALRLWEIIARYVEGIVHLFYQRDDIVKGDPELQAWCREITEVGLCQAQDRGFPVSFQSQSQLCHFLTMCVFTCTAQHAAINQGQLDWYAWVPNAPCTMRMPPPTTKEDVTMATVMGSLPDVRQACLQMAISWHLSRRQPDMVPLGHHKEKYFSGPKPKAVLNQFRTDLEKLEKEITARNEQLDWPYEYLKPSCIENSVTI
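Purified human 12hLO (150 nM final) in 25 mM Hepes, 0.01% Triton X-100, pH 7.0 was preincubated 15 min at room temperature with compound. Then 40 uM arachidonic acid was added, 30 min. Hydroperoxide was read by Fe-XO absorbance ratio 573/405 nm.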
An asterisk follows results filed as active; ? = inconclusive; [ ] = dose if it differs, or a comment. On the % scale 0 is the no-effect control and ±100 the full control effect; potency means the concentration at half of the fitted maximal effect. A portion of the library; count on the stated rates, not on these rows.

SMILES	ALOX12 inh
Cc1nc(-c2ccco2)cc([C@H]2CN3CC[C@H]2C[C@@H]3CNC(=O)C2CC2)n1	61%[activator][176 µM]
O=C(NCc1ccc(F)cc1)[C@H]1CN2CC[C@H]1C[C@@H]2Cn1cc(-c2ccccc2)nn1	1%[176 µM]
CCC(CC)c1cc([C@H]2CN3CC[C@H]2C[C@@H]3CNS(=O)(=O)c2ccccc2C#N)nc(-c2ccncc2)n1	16%
CCCN1CC[C@@H](CO)N(C)c2nc(C)ccc2C1	93%[activator][176 µM]
CC[C@H]1CN2CC[C@H]1C[C@@H]2CNCc1ccc(-c2ccccc2)cc1	-17%[176 µM]
O=C(O)C1=NOC2CN(Cc3cccnc3)CC12 (centres undefined)	?
COc1cc2c(cc1OCc1ccncc1)NC(=O)C21CCN(Cc2ccccc2O)CC1	51%[activator]
COCCNC(=O)[C@H]1CN2CCC1C[C@@H]2Cn1cc(C2(O)CCCCC2)nn1 (some centres undefined)	-26%[176 µM]
COc1cc2c(cc1Oc1ccccc1)NC(=O)C21CCN(c2ncc(F)cn2)CC1	-23%[176 µM]
CCCc1cnc(C)nc1N1CCC2(CC1)CNC(C(=O)O)C2 (centres undefined)	-3%
COc1ccc(-c2cc([C@H]3CN4CC[C@H]3C[C@@H]4COC(=O)NC3CCCCC3)nc(C)n2)cc1	9%
O=C(NCc1ccccc1)[C@H]1CN2CCC1C[C@@H]2Cn1cc(CSc2ccccc2)nn1 (some centres undefined)	4%
C/C=C/c1ccc([C@H]2[C@@H](CO)N3CCCCN(C(=O)Cc4ccncc4)C[C@@H]23)cc1	?
COc1cc2c(cc1OCc1ccccc1)NC(=O)C21CCN(c2ccccn2)CC1	-13%[176 µM]
CC(C)(C)c1cn(C[C@H]2CC3CCN2C[C@@H]3C(=O)NCc2ccc3c(c2)OCO3)nn1 (some centres undefined)	7%[176 µM]
CCCS(=O)(=O)NC[C@H]1C[C@@H]2CCN1C[C@@H]2c1cc(C2CCCCC2)nn1C	42%[activator][176 µM]
COc1ccc(CN2C[C@@H]3C[C@H]2C(=O)Nc2ccccc2O3)cn1	-2%[176 µM]
Cc1noc(C)c1S(=O)(=O)N1C[C@@H]2CCN(C)C[C@]2(C(=O)O)C1	13%
O=C(O)[C@@H]1CSC(c2cccnc2)N1 (some centres undefined)	-25%
CC(C)NC(=O)NC[C@H]1C[C@@H]2CCN1C[C@@H]2CN1CCN(C)CC1	4%[176 µM]
COc1cc2c(cc1OC1CCCC1)NC(=O)C21CCN(c2ccc(C#N)cn2)CC1	-5%[176 µM]
O=C(NC1CCCCC1)[C@H]1CN2CC[C@H]1C[C@@H]2Cn1cc(-c2ccccc2)nn1	24%[176 µM]
CCCSc1ncc(CN2CCC3(CCNCC3)C2)cn1	11%
COc1ccc([C@@H]2CN(C(=O)Cc3nonc3C)[C@@H]3C4CCN(CC4)[C@@H]32)cc1	2%
FC(F)(F)CN1C2CCC1CN(c1cc(Cl)ncn1)C2	3%[6.33 µM]
O=C1Nc2ccccc2CC12CCN2Cc1ccccn1 (centres undefined)	68%[activator][176 µM]
Cc1ccc([C@H]2CN(C(=O)C(=O)c3cccn3C)[C@@H]3C4CCN(CC4)[C@H]23)cc1	-5%
C1=C2CCCN[C@H]2[C@@H]2C[C@H]1[C@@H]1CCCCN1C2	-6%[57.4 µM]
CC(=O)c1ccc(NC(=O)NC[C@H]2C[C@@H]3CCN2C[C@@H]3CN(C)Cc2ccccc2)cc1	?
O=C(Cc1ccc2c(c1)OCO2)N1CCN(Cc2ccccc2)CC(O)C1 (centres undefined)	-2%
COc1ccc(-c2cn(C[C@H]3C[C@@H]4CCN3C[C@@H]4C(=O)NC3CC3)nn2)cc1	-12%[176 µM]
O=C(NC1CC1)[C@H]1CN2CC[C@H]1C[C@@H]2Cn1cc(CO)nn1	18%[176 µM]
CNc1ncc(C(=O)N2C[C@H]3COc4ccccc4C[C@@]3(C(=O)O)C2)cn1	7%
CCCc1cc(C(=O)N2C[C@@H](c3ccc(F)cc3)[C@@H]3[C@H]2C2CCN3CC2)n[nH]1	38%
CC(C)Oc1ccc(C(=O)N2CCC3(CC2)c2nccn2-c2ccccc2CN3C)cc1	19%
O=C(C1CCC1)N1[C@H]2CC[C@@H]1c1cnc(-c3ccc(F)cc3)nc1C2	30%
C[S+](=O)([O-])N1CCC2(CC1)CC(c1cccnc1)=NO2	6%[6.33 µM]
COCC(=O)NC[C@H]1C[C@@H]2CCN1C[C@@H]2CN1CCCCC1	25%[176 µM]
COc1cncc(NC(=O)C2=NO[C@@H]3CN(CC4CC4)C[C@H]23)c1	-11%[176 µM]
COc1ccc(CC(=O)N2CCC3(C2)C(=O)Nc2ccc(OC)cc23)c(Cl)c1 (centres undefined)	-14%
O=C1NCCCCCN(Cc2ccccn2)[C@H]2CCC[C@@H]12	309%[activator]
CN1CCN(C[C@H]2CN3CC[C@H]2C[C@@H]3CNS(=O)(=O)c2ccccc2)CC1	5%[176 µM]
COc1ccc(C2=NOC3(CCN(Cc4cc(C)on4)C3)C2)cc1 (centres undefined)	28%[176 µM]
N#Cc1cccc(NC(=O)NC[C@H]2C[C@@H]3CCN2C[C@@H]3CN2CCN(c3ccc(F)cc3)CC2)c1	-15%
CCC1C2CC3C4N(C)c5ccccc5C45CC(C2C5O)N3C1O (centres undefined)	5%
CC(C)N1CCC2(CC1)CNCc1ccccc1O2	38%
CC(C)CN1Cc2ccccc2-n2ccnc2C12CCN(C(=O)c1ccc(F)cc1)CC2	47%[activator]
COCCN1CCC(N2CCN(C(=O)Cc3ccc(F)cc3)CC2)C1=O (centres undefined)	-2%
Cc1ccc([C@H]2C[C@@H](O)[C@@H](O)[C@@H]2NCC(C)C)cc1	20%[176 µM]
CC(C)(C)C(=O)N1CC[C@@H](CC(=O)O)[C@@H](CCN2C[C@@H]3C[C@H](C2)c2cccc(=O)n2C3)C1	59%
COc1cc2c(cc1OCc1ccccc1)N(C(=O)c1cc3ccccc3[nH]1)CC21CCN(C)CC1	?
O=C1CC2CCN(Cc3cscn3)CC2CCN1 (centres undefined)	-1%[12.5 µM]
C[C@]12CC[C@@H](O)C[C@H]1CC[C@@H]1[C@H]2CC[C@]2(C)C(=O)CC[C@@H]12	5%
O=C(NCc1ccco1)N1C[C@@H](c2ccc(F)cc2)[C@@H]2[C@H]1C1CCN2CC1	14%
Cc1nc(-c2ccccc2Br)cc([C@H]2CN3CC[C@H]2C[C@@H]3CNC(=O)NC(C)C)n1	?
CNCc1cn(C[C@H]2CC3CCN2C[C@@H]3C(=O)N(C)C)nn1 (some centres undefined)	67%[activator][176 µM]
CC[C@H]1CN2CC[C@H]1C[C@@H]2CNC(=O)Nc1ccc(C(C)(C)C)cc1	15%[176 µM]
O=[S+]1([O-])NC2(CCN(Cc3cccnc3)C2)CNc2ccccc21 (centres undefined)	68%[activator][176 µM]
O=C(Nc1ccc(=O)n2c1[C@@H]1C[C@@H](CN(C(=O)c3ccc(F)cc3)C1)C2)C1CCCCC1	?
COc1ccc(-c2cc([C@H]3CN4CC[C@H]3C[C@@H]4CNC(=O)CCCC(=O)O)n(C)n2)cc1	28%

Part of the list above, as labelled records.
> C[C@]12CC[C@@H](O)C[C@H]1CC[C@@H]1[C@H]2CC[C@]2(C)C(=O)CC[C@@H]12
  ALOX12 inh: 5%

> O=C(NCc1ccco1)N1C[C@@H](c2ccc(F)cc2)[C@@H]2[C@H]1C1CCN2CC1
  ALOX12 inh: 14%

> Cc1nc(-c2ccccc2Br)cc([C@H]2CN3CC[C@H]2C[C@@H]3CNC(=O)NC(C)C)n1
  ALOX12 inh: ?

> CNCc1cn(C[C@H]2CC3CCN2C[C@@H]3C(=O)N(C)C)nn1 (some centres undefined)
  ALOX12 inh: 67%[activator][176 µM]

(continued)
SMILES	ALOX12 inh
COc1cc2c(cc1OCC1CC1)NC(=O)C21CCN(Cc2cccc(O)c2)CC1	-10%[176 µM]
O=S(=O)(NC[C@H]1C[C@@H]2CCN1C[C@@H]2CN1CCC(Cc2ccccc2)CC1)c1ccc(Cl)cc1	?
COc1ccc(NC(=O)N2[C@H]3CC[C@@H]2c2cncnc2C3)c(OC)c1	-12%
CC(O)=C(C#N)C(=O)Nc1cc(Br)ccc1Br	-6%[57.4 µM]
C=C[C@H]1CN2CC[C@H]1C[C@@H]2CNS(=O)(=O)c1ccc(Cl)cc1	54%[activator][176 µM]
O=C(COc1ccc(F)cc1)N1CCN2CCS(=O)(=O)N(C3CC3)C(=O)C2C1 (centres undefined)	15%
Cn1nc(-c2ccc3ccccc3c2)cc1[C@H]1CN2CC[C@H]1C[C@@H]2CNS(=O)(=O)c1ccccc1	42%[activator]
CC1CCN(C[C@H]2CN3CC[C@H]2C[C@@H]3CNC(=O)c2ccc(C(F)(F)F)cc2)CC1	-2%[176 µM]
CC(C)(O)c1cn(C[C@H]2CC3CCN2C[C@@H]3C(=O)NCc2ccco2)nn1 (some centres undefined)	33%[176 µM]
C#CCN(C)C[C@H]1CN2CC[C@H]1C[C@@H]2CNC(=O)c1ccc(C(F)(F)F)cc1	35%[activator][176 µM]
O=C(NC1CCCCC1)N1[C@H]2CC[C@@H]1c1cncnc1C2	-1%
C=C[C@H]1CN2CC[C@H]1C[C@@H]2CNC(=O)c1ccc2c(c1)OCO2	92%[activator][176 µM]

Single values from the list:
Result for `O=C(COc1ccc(F)cc1)N1CCN2CCS(=O)(=O)N(C3CC3)C(=O)C2C1` (centres undefined) under ALOX12 inh: 15%
Result for `C#CCN(C)C[C@H]1CN2CC[C@H]1C[C@@H]2CNC(=O)c1ccc(C(F)(F)F)cc1` under ALOX12 inh: 35%[activator][176 µM]

(listing goes on)
SMILES	ALOX12 inh
Cn1nc(-c2ccccc2)cc1[C@H]1CN2CC[C@H]1C[C@@H]2CNC(=O)N1CCOCC1	30%[activator][176 µM]
CNCc1cn(C[C@H]2C[C@@H]3CCN2C[C@@H]3C(=O)NC2CCCCC2)nn1	-3%[176 µM]
CC(C)c1nnc2ccc(N3CCN(C)CC3)nn12	39%[activator]
COC[C@H]1CCCN1C[C@H]1CN2CC[C@H]1C[C@@H]2CNC(=O)Nc1ccsc1	-10%[176 µM]
CN(CCc1ccccn1)C[C@H]1CN2CC[C@H]1C[C@@H]2CNC(=O)Nc1ccccc1	42%[activator][176 µM]
COC[C@H]1C[C@@H](NC2CCN(C)CC2)[C@H](O)[C@@H]1O	?
O=C(O)C1=NOC2CN(CC3CC3)CC12 (centres undefined)	1%[12.5 µM]
O=C(c1ccco1)N1[C@H]2CC[C@@H]1c1cnc(-c3ccc(F)cc3)nc1C2	6%
Cc1cccc(OCC(=O)N2C[C@@H](CO)[C@H](N(C)C)C2)c1	40%[activator]
O=C1Nc2ccccc2CC12CCN(Cc1cccnc1)C2 (centres undefined)	5%[176 µM]
O=C1Nc2ccccc2CC12CN(Cc1cccnc1)C2	0%[12.5 µM]
CN(C)c1ccc(CC(=O)N2CCN(Cc3ccccc3)CC(O)C2)cc1 (centres undefined)	75%[activator]

Among those listed so far, these have a tert-butyl group.
SMILES	ALOX12 inh
CC(C)(C)c1cn(C[C@H]2CC3CCN2C[C@@H]3C(=O)NCc2ccc3c(c2)OCO3)nn1 (some centres undefined)	7%[176 µM]
CC(C)(C)C(=O)N1CC[C@@H](CC(=O)O)[C@@H](CCN2C[C@@H]3C[C@H](C2)c2cccc(=O)n2C3)C1	59%
CC[C@H]1CN2CC[C@H]1C[C@@H]2CNC(=O)Nc1ccc(C(C)(C)C)cc1	15%[176 µM]

Continued.
SMILES	ALOX12 inh
CN1CCNc2cc(Nc3ccncc3)ncc2C1	2%[176 µM]
CC[C@H]1CN2CC[C@H]1C[C@@H]2COC(=O)Nc1ccccc1	34%[activator][176 µM]
O=C1CC2CCN(Cc3cccc(Br)n3)CC2CCN1 (centres undefined)	?
CCOC(=O)c1c(C(C#N)=CN)c2ccc(Cl)c(Cl)c2n1C	-3%[57.4 µM]
CC(C)C(=O)N1[C@H]2CC[C@@H]1c1cnc(-c3ccc(F)cc3)nc1C2	17%
OCC1CN(C2CCC2)CC12CCNCC2 (centres undefined)	49%[activator]
Cc1cc(C(=O)N2[C@H]3CC[C@@H]2c2cnc(-c4ccc(F)cc4)nc2C3)n[nH]1	33%[activator]
O=C(N1CCC2(CC1)NCc1ccccc1-n1ccnc12)C1(c2ccccc2)CC1	5%
Cc1nc(CCN)no1	?
Cc1noc(C)c1CN1C[C@H]2CN(S(C)(=O)=O)C[C@@]2(C(=O)O)C1	-8%
COc1ccc(-c2cc3c(cn2)CN(C)CCN3)cn1	-4%[176 µM]
O=C(C1CCCCC1)N1C[C@@H]2C[C@H](C1)c1c(/C=C/c3ccc(Cl)cc3)ccc(=O)n1C2	-46%
Cc1ccc(C(=O)N2CCC3(CC2)c2nccn2-c2ccccc2CN3C)cc1C	4%
O=C1NCCCCCCN(Cc2ccncc2)[C@@H]2CN(C(=O)COc3ccc(F)cc3)CC[C@@H]12	33%[activator]
CNC(C)c1ccc(Cl)cc1 (centres undefined)	?
COc1cc2c(cc1CCc1ccccc1)N(C(=O)[C@@H]1CCCO1)CC21CCN(C(C)=O)CC1	11%
O=C1NC2(CCN(Cc3ccncc3)C2)OCc2ccccc21 (centres undefined)	58%[activator][176 µM]
CN(CCc1ccccn1)C[C@H]1CN2CC[C@H]1C[C@@H]2CNC(=O)c1ccccc1	32%[176 µM]
CN(C)Cc1cn(C[C@H]2C[C@@H]3CCN2C[C@@H]3C(=O)NC2CC2)nn1	3%[176 µM]
O=C(Cc1cccc(F)c1)N1[C@H]2CC[C@@H]1c1cnc(-c3ccccc3)nc1C2	?
COc1cc2c(cc1OCc1ccccc1)NC(=O)C21CCN(c2ncc(F)cn2)CC1	10%[176 µM]
